Screening data (PubChem BioAssay)
APP 5'UTR act = activates APP 5'UTR luciferase reporter; 1% of 190,000 active; activation, % at 2 µM; SH-SY5Y APP 5'UTR luciferase reporter, luminescence; zero percent = DMSO vehicle wells;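 active = activation above a set limit, based on mean plus 3 SD of controls, cut at about 140% in these data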; also: values of inactives mirror those of a sister screen read the other way
PMI act satM6P = increases human PMI activity with near-saturating mannose 6-phosphate; 0.34% of 190,000 active; activation factor at 20 µM; coupled PMI enzyme assay, resazurin fluorescence, 20 min; active compounds read high; 1 = untreated enzyme, 0 = substrate-free blank; P34949;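 active = activation factor of 2 or more at 20 µM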
Target sequence (P34949 whole entry, looked up): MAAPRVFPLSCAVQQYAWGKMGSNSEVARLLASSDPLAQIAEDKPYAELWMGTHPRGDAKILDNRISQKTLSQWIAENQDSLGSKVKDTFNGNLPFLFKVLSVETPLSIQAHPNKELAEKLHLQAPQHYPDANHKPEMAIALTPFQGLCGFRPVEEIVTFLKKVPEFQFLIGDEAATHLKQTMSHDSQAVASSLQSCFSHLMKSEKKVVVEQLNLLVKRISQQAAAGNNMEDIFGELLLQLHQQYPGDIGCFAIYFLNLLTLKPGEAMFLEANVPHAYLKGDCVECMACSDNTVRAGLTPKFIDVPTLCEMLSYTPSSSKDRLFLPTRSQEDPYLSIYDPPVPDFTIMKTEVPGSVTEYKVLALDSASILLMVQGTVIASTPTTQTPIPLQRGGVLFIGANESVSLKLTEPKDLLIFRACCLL
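Material: human phosphomannose isomerase with PGI, G6PDH, diaphorase coupling enzymes / Reagent: Man-6-P substrate 1.0 mM / Dosing: single compound dose of 20 µM, 1% DMSO final / Incubation: enzyme reaction with compound 20 min at room temperature / Signal: resorufin fluorescence (Ex 544/Em 590 nm) from resazurin via diaphorase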
TNAP act hiacc = increases human TNAP activity under high phosphate acceptor concentration; P05186; purified TNAP, CDP-star luminescence, 1 M DEA, 30 min; active compounds read high; 0 = EDTA background, 1 = DMSO-only activity; activation factor at 20 µM; 200,000 tested, under 10 active; AID 1136;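 active = activation factor at least 2 at 20 µM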
Target sequence (P05186 whole entry, looked up): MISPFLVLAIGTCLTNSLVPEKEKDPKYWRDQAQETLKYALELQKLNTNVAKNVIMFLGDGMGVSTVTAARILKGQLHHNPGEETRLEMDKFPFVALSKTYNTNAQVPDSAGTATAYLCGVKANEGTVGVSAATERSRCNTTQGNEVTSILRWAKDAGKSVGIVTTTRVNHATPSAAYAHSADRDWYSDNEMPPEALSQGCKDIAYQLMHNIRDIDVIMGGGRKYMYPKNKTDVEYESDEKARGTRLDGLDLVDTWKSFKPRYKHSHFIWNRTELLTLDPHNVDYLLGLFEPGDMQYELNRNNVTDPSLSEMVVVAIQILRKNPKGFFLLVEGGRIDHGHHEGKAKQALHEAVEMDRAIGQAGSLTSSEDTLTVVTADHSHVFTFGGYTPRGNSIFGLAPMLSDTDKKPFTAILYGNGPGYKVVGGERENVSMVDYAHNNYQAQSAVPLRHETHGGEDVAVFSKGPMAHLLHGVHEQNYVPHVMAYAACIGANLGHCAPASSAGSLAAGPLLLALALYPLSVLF
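Measured by: Luminescent substrate turnover signal | Test system: Human TNAP | Input: TNAP 1/800 final | Dosing: 20 µM single point | Schedule: 30 min, room temperature | Controls: EDTA wells as negative control, DMSO wells as positive control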
PMI activator = increases human mannose-6-phosphate isomerase activity; purified human PMI, coupled resazurin fluorescence, 20 min; active compounds read high; 1 = vehicle control, 0 substrate-free wells; 0.005% of 190,000 active; activation factor at 20 µM;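 active = activation factor of 2 or more at 20 µM, relative to plate controls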
TNAP inh hiacc = blocks human TNAP under high phosphate acceptor concentration; purified TNAP, CDP-star luminescence, 1 M DEA; inhibition, % at 20 µM; 0.03% of 200,000 active; AID 1135;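 active = over 50% inhibition of tissue-nonspecific alkaline phosphatase at 20 µM in the single-dose screen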;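 also: plate controls were DMSO wells for no effect and EDTA-quenched wells as full inhibition for full effect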
NF-kB neuron act = NF-kB expression increase, human neuronal cells | NF-kB reporter expression; active compounds read high | 1.6% of 190,000 active | fold change at 12.5 µM; in the data active = fold change above about 3.3
FLuc inh counter = Photinus pyralis luciferase inhibition counter-screen. inhibition, % at 10 µM. P08659. AID 1006. 1.5% of 200,000 active. ATPLite firefly luciferase biochemical luminescence, 10 min;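 active = inhibition above about 50% when tested at 10 µM, limit read from the data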
TNAP inh noacc = inhibitors of human TNAP without phosphate acceptor | P05186 | purified TNAP, CDP-star luminescence, 30 min | inhibition, % at 20 µM | 0.26% of 200,000 active | AID 1012;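 active = tissue-nonspecific alkaline phosphatase inhibition above about 50% at 20 µM in the single-dose screen, limit read from the data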;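 also: 0% = DMSO negative control and 100% = EDTA positive control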
bIAP act = intestinal alkaline phosphatase (bovine) activation. activation factor at 20 µM. purified bovine IAP, CDP-star luminescence, 30 min; active compounds read high; fold of DMSO-control signal, blank-subtracted. 0.17% of 200,000 active;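 active = activation factor of 2 or more at 20 µM, a signal rise over negative controls twice the positive control's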
FLuc stim CS = firefly luciferase counter-screen for stimulation assays. 200,000 tested, under 10 active. activation factor at 10 µM. ATPlite luciferase biochemical, luminescence, 10 min; 0 = ATP-free wells, 1 = DMSO control. P08659. AID 1027;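 active = luciferase activation factor, scaled between plate controls, of at least 2 with compound at 10 µM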
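Assay system: Luciferase/luciferin reagent mix; Medium: PBS as buffer for the ATP substrate; Dosing: test compounds dosed from 2 mM stocks in 100% DMSO; Times: 10 min, room temperature; Signal: luminescence from luciferase reaction; Read-out: luciferase activation; Controls: No-ATP low control, compound-free enzyme-plus-ATP high control.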
Starred values were filed as active, the others as inactive; x = no result given.

SMILES	APP 5'UTR act	PMI act satM6P	TNAP act hiacc	PMI activator	TNAP inh hiacc	NF-kB neuron act	FLuc inh counter	TNAP inh noacc	bIAP act	FLuc stim CS
O=C(CSC(=S)N1CCOCC1)Nc1nc(=O)c2ccccc2s1	-12	1.4	1	1.2	-3	1.1	-2	-3	1	1
CC(=O)Nc1ccc(S(=O)(=O)N2CCN(c3cccc(C)c3C)CC2)cc1	6	0.8	1	0.9	1	0.93	-1	-4	1.1	1
O=C(Nc1ccc(F)cc1)c1csc(Cc2ccccc2)n1	32	0.9	1	0.9	2	3	53*	3	0.9	0.5
Cc1ccc(N(CC(O)Cn2nc(C)cc2C)S(=O)(=O)c2ccc3ccccc3c2)cc1 (stereo not drawn)	-18	1	1	0.8	-5	0.87	-10	-30	1.1	1.1
CC(C)CCSc1nc2ccccc2[nH]1	100	0.9	1	0.9	0	1.1	36	-45	1.3	0.6
C/C=C/C(=O)Nc1nnc(C2CCCCC2)s1	16	x	1	x	-1	1.4	7	0	1.1	0.9
Cc1cc(-c2cccs2)nc(-n2cccc2)n1	5	1	1	1	-5	0.85	-7	-9	0.8	1.1
O=C1CCCC2=C1C(c1cccc(O)c1)c1c(ccc3ncccc13)N2 (stereo not drawn)	12	0.6	1	0.9	-4	1.4	-4	-10	1.1	1
CCCCCCCSc1nsc(N)n1	11	0.9	1.1	0.9	-6	1.4	-9	-8	1	1.1
Cc1ccc2[nH]c(-c3ccccc3)c(CN3CCOCC3)c(=O)c2c1	-7	1	1	1	1	1.4	-3	-12	1	1
COc1ccc(Cn2nnnc2CN2CCC(O)(c3ccc(F)cc3)CC2)cc1	9	1	1	0.9	-3	1.2	-11	-3	1	1.1
Cn1c(=O)c2c(O)cc(=O)n(-c3ccccc3)c2n(C)c1=O	3	1	1	1	-5	1.1	-7	7	1	1.1

An excerpt from above, limited to FLuc inh counter, FLuc stim CS and PMI activator.
smiles | FLuc inh counter | FLuc stim CS | PMI activator
Cc1ccc2[nH]c(-c3ccccc3)c(CN3CCOCC3)c(=O)c2c1 | -3 | 1 | 1
Cc1cc(-c2cccs2)nc(-n2cccc2)n1 | -7 | 1.1 | 1
CCCCCCCSc1nsc(N)n1 | -9 | 1.1 | 0.9
O=C(CSC(=S)N1CCOCC1)Nc1nc(=O)c2ccccc2s1 | -2 | 1 | 1.2
C/C=C/C(=O)Nc1nnc(C2CCCCC2)s1 | 7 | 0.9 | x

(more compounds)
SMILES	APP 5'UTR act	PMI act satM6P	TNAP act hiacc	PMI activator	TNAP inh hiacc	NF-kB neuron act	FLuc inh counter	TNAP inh noacc	bIAP act	FLuc stim CS
CCC(=O)Nc1cccc(Oc2nc(C)cc(C)c2C#N)c1	-1	1	1.1	1	-5	1	-7	-16	1	1.1
COc1ccccc1NC(=O)CSc1nnc(CNC(=O)COc2ccc(Cl)cc2)o1	19	1	1	0.9	0	0.98	1	-9	1.1	1
O=C(CSc1nnc(-c2cccs2)n1-c1cccc(Cl)c1)c1cccc2c1OCCO2	9	0.9	1	0.9	-3	0.91	-2	-17	0.9	1
COc1cccc(Nc2nc(=O)[nH]nc2C)c1	8	1	1	1	-4	1.1	-9	-16	0.9	1.1
Cn1cccc1/C=N/NC(=O)c1cccc(OC(F)(F)C(F)F)c1	14	1	1	1	-5	1.2	20	-4	1	0.8
CCOC(=O)/C(C#N)=C\c1cc(C)n(-c2ccccc2)c1C	136*	0.8	1	0.8	-2	0.62	76*	-8	1	0.2
CC1CCN(CCC(=O)N2CCCc3c2c(=O)oc2ccc(O)cc32)CC1	-10	0.9	1	0.9	-4	1.4	-6	-8	0.9	1.1
Fc1ccc(NC(=S)Nc2cccnc2)cc1Cl	-14	0.5	1	0.8	-4	0.91	-4	14	1	1
CC(C)(C)C(=O)Nc1ccc2c(c1)OCCOCCOc1cc(NC(=O)C(C)(C)C)ccc1OCCOCCO2	-2	0.8	1.1	1	-8	0.95	-1	-14	1	1
CCN1C(=O)CC(N2CCN(c3ccc(C(=O)c4ccncc4)cc3)CC2)C1=O (stereo not drawn)	10	1.1	0.9	1.1	9	0.77	5	-6	1	1
COc1cc(C(=O)NCc2nnc(SCC(=O)Nc3cc(C)cc(C)c3)o2)cc(OC)c1OC	-10	1	1	1	-2	1.2	1	-16	0.9	1
CC(=O)C(Cc1ccc(Cl)nc1)(Cc1ccc(Cl)nc1)C(C)=O	6	1.1	1	1.1	-5	0.99	-1	-16	1	1
COc1ccc(-c2nnc(CSc3nnc(-c4ccncc4)n3C3CCCCC3)o2)cc1OC	8	0.9	1	0.8	0	0.78	-2	-7	1	1
COC(=O)c1sccc1NC(=O)CSc1ccc(Cl)cc1	2	0.9	1	0.9	-3	0.99	-6	-12	0.5	1.1
COC(=O)c1ccccc1NC(=O)C1COc2ccccc2O1 (stereo not drawn)	-6	0.9	1	0.9	-2	1.4	-2	-7	1.1	1
Cc1cccc(Cn2c(N(C)CCO)nc3c2c(=O)[nH]c(=O)n3C)c1	4	0.9	1	0.9	0	1.6	-5	0	0.9	1
CCN(Cc1cnn(C)c1)Cc1nc(Cc2ccccc2Cl)no1	-10	0.9	1	0.9	-3	1.3	-6	-10	1	1.1
OC(COCC1COc2ccccc2O1)CN1CCc2ccccc2C1 (stereo not drawn)	-25	1.1	1	1.1	4	0.93	2	-2	1	1
Cc1noc(NS(=O)(=O)c2ccc(NC(=O)c3cc(-c4ccccc4Cl)nc4ccccc34)cc2)c1C	8	0.9	1	1	1	1.1	-3	-4	1	1
N#Cc1ccccc1NC(=O)CSc1nnc(-c2ccccc2)n1-c1ccccc1	9	0.9	1.1	1	-8	0.75	-9	-16	0.9	1.1
CC1CC(CC(=O)NC(=S)Nc2ccccc2Cl)C(=O)O1 (stereo not drawn)	8	0.9	1.1	0.9	-5	0.92	-6	-14	1	1.1
Nn1c(SCc2nc3ccccc3[nH]2)nnc1-c1ccccc1	14	1	1.1	0.9	-5	0.9	-4	-7	1.1	1
CCOC(=O)c1c(NC(=O)CNCCO)sc(C)c1C	-6	1	1.1	1	-9	1.1	-12	-6	1.2	1.1
CC(C)CNS(=O)(=O)c1cc(C(=O)N2CC(C)OC(C)C2)c(Cl)cc1Cl (stereo not drawn)	-8	1	1	1	-3	0.97	-4	-8	1	1

Three compounds drawn at random from those above, as already listed:
SMILES	APP 5'UTR act	PMI act satM6P	TNAP act hiacc	PMI activator	TNAP inh hiacc	NF-kB neuron act	FLuc inh counter	TNAP inh noacc	bIAP act	FLuc stim CS
Cn1cccc1/C=N/NC(=O)c1cccc(OC(F)(F)C(F)F)c1	14	1	1	1	-5	1.2	20	-4	1	0.8
Cc1ccc2[nH]c(-c3ccccc3)c(CN3CCOCC3)c(=O)c2c1	-7	1	1	1	1	1.4	-3	-12	1	1
C/C=C/C(=O)Nc1nnc(C2CCCCC2)s1	16	x	1	x	-1	1.4	7	0	1.1	0.9

More results follow:
SMILES	APP 5'UTR act	PMI act satM6P	TNAP act hiacc	PMI activator	TNAP inh hiacc	NF-kB neuron act	FLuc inh counter	TNAP inh noacc	bIAP act	FLuc stim CS
CCOC(=O)c1c(NC2=NS(=O)(=O)c3ccccc32)sc2c1CCC(C)C2 (stereo not drawn)	-7	1	1	1	1	0.86	-8	-4	0.9	1.1
COc1cc(/C=N/NC(=S)Nc2cccc(Cl)c2C)ccc1OCC(=O)N1CC(C)OC(C)C1 (stereo not drawn)	11	0.9	1	1	0	0.61	0	-32	0.9	1
CS(=O)(=O)N(CC(=O)NCCSc1ccccn1)c1cccc2ccccc12	-8	1.1	1	1.1	-1	1.4	-4	-8	0.8	1
CCOC(=O)N1CCN(C(=O)c2ccc3c(SCC(=O)O)c4c(nc3c2)CCC4)CC1	-14	1	1.1	0.9	-5	0.86	-4	-17	1	1
O=C(N/N=C/c1sc(N2CCCCC2)nc1-c1cccs1)c1cccnc1	-3	0.6	0.9	1	5	0.4	12	-6	1	0.9
COc1ccc(-c2nc(CS(=O)CC(=O)N3CCCC3)c(C)o2)cc1 (stereo not drawn)	25	1	1.1	1	-5	1.2	1	-10	1	1
COc1ccc(OC)c(NC(=O)C(C)Oc2ccc(Br)cc2)c1 (stereo not drawn)	-4	0.9	1.1	1	-8	1.3	-4	-17	0.9	1
O=Cc1cc(N=Nc2ccccc2Cl)ccc1O	3	0.9	0.8	0.9	16	2	14	10	0.7	0.9
COCC(C)Nc1ncnc2c1cnn2-c1ccc(Cl)cc1 (stereo not drawn)	180*	1.1	1	1.1	0	4.9*	33	-10	0.8	0.7
O=C(O)c1ccccc1SC1CC(=O)N(c2ccccc2)C1=O (stereo not drawn)	4	1.2	0.9	1.1	6	1.3	-2	-6	0.2	1
CCOC(=O)c1ccc(N2C(=O)c3n[nH]c(C)c3C2c2ccc(OC)cc2OC)cc1 (stereo not drawn)	14	0.8	1	0.9	0	0.77	-2	-4	1	1
O=C(C1=C[C@@H](C2CC2)C[C@@H](OCc2ccc(CO)cc2)O1)N1CCOCC1	-1	1	1	1	2	1.4	-4	5	1.2	1
COc1cc(/C=N/NC(=S)Nc2cccc(C(=O)O)c2)cc(OC)c1OC	-19	1	1	0.9	1	1.2	13	18	1	0.9
CCN(CC)S(=O)(=O)c1cccc(C(=O)N2CC(O)CC2C(=O)O)c1 (stereo not drawn)	x	1.2	1.1	1.1	-8	1.1	-6	-4	1	1.1
CCOC(=O)c1cnc(C(C)(C)C)[nH]c1=O	-12	0.8	1	1.1	1	1	-7	0	0.9	1.1
CS(=O)(=O)N1CCC(C(=O)Nc2ccc3c(c2)OCO3)CC1	4	1.1	1	1	1	0.98	1	-10	0.9	1
CC1(C)CC(=O)C/C(=N\NC(=O)CCc2ccc(S(=O)(=O)N3CCOCC3)cc2)C1	9	0.9	1.1	1.1	-6	1.1	-2	-13	1.2	1
Cc1ccc(CNC(=O)c2ccc(N3CCc4ccccc43)c([N+](=O)[O-])c2)cc1	-16	0.9	0.9	0.8	15	0.92	-4	12	0.9	1
CN(CC(=O)Nc1nccs1)S(=O)(=O)c1ccc(F)cc1	2	0.7	1	0.6	-1	1.1	-5	-10	0.9	1
Cc1ccc(C(=O)CSc2nc(C)cc(=O)[nH]2)cc1	3	1	1	1	-4	1.1	-7	-12	1.1	1.1
CCCCOC(=O)c1ccc(NC(=O)c2c(Cl)ccc(Cl)c2OC)cc1	-15	0.9	1	0.8	-1	1.5	-6	-13	0.9	1.1
CC(=O)Nc1ccc(SCC(=O)Nc2cc(C(C)(C)C)nn2-c2ccccc2)cc1	-21	0.9	1	1	-4	0.88	-1	-10	1.1	1

Full records, looked up by structure. Values in the order: APP 5'UTR act, PMI act satM6P, TNAP act hiacc, PMI activator, TNAP inh hiacc, NF-kB neuron act, FLuc inh counter, TNAP inh noacc, bIAP act, FLuc stim CS
`COc1ccc(OC)c(NC(=O)C(C)Oc2ccc(Br)cc2)c1` (stereo not drawn) is entered as -4, 0.9, 1.1, 1, -8, 1.3, -4, -17, 0.9, 1
`CC(C)(C)C(=O)Nc1ccc2c(c1)OCCOCCOc1cc(NC(=O)C(C)(C)C)ccc1OCCOCCO2` is entered as -2, 0.8, 1.1, 1, -8, 0.95, -1, -14, 1, 1
